# GLP-1R inv ag = GLP-1 receptor (human) inverse agonism. HEK293 GLP-1R CRE-luciferase, luminescence, 24 h; GLP-1R form is constitutively active. Potency, µM (titrated, usually from 38.3 µM), for the others: at the highest dose activity change, negative = inhibition, hits mostly inhibitors. 410,000 tested, 1.6% active. AID 624417; further: potency means the concentration at half of the fitted maximal effect; on the % scale 0 is the no-effect control and ±100 the full control effect; nearly all actives have a fitted effect of over 55% in size
# Target sequence (P43220 whole entry, looked up): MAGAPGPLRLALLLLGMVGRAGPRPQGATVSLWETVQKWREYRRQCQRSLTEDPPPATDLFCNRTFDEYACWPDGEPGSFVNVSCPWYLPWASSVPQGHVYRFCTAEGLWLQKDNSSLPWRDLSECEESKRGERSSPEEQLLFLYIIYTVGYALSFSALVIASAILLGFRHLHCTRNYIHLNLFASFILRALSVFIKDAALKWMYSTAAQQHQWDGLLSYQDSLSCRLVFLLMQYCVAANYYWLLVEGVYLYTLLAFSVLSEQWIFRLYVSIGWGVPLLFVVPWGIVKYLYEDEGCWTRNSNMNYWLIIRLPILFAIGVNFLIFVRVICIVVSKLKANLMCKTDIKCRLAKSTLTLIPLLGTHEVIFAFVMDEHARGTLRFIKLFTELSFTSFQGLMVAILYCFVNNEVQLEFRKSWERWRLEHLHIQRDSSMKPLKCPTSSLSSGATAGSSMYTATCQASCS
#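 Readout was luciferase luminescence, measured 12 min after detection reagent at room temperature. Beforehand, GLP-1R reporter HEK293 cells had sat 12 h, then received compounds for 24 hr at 37 deg C.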
# GLP1R cytotox = cytotoxic in the GLP-1 receptor inverse agonist counter-screen. HEK293 cAMP-luciferase reporter cells, luminescence, 24 h. Potency, µM (series often up to 38.3 µM), without a hit: top-dose activity change, negative = inhibition, usual class: inhibitors. 410,000 tested, 0.13% active;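 further: loss of luciferase light is scored as toxicity; potency means the concentration at half of the fitted maximal effect; on the % scale 0 is the no-effect control and ±100 the full control effect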
#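 MLSMR compounds, 24 hr on cells at 37 deg C/5% CO2; luminescence after luciferase reagent (12 min RT). Inhibition counted as the undesired cytotoxic outcome.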
# PTHR1 agonist = PTHR1 (human) receptor agonism; Q03431; HEK293 GP2 PTHR1 cells, GloSensor cAMP luminescence, 1 h; Potency, µM (titrated, usually from 115 µM), for the others: at the highest dose activation, most hits filed as activators; 410,000 tested, 0.075% active; AID 743266; further: potency means the concentration at half of the fitted maximal effect; nearly all actives have a fitted effect of over 55% in size; some results filed as inactive show a strong effect at the top dose; inactives centre near -15; many of its hits are not listed in these tables
# Target sequence (Q03431 whole entry, looked up): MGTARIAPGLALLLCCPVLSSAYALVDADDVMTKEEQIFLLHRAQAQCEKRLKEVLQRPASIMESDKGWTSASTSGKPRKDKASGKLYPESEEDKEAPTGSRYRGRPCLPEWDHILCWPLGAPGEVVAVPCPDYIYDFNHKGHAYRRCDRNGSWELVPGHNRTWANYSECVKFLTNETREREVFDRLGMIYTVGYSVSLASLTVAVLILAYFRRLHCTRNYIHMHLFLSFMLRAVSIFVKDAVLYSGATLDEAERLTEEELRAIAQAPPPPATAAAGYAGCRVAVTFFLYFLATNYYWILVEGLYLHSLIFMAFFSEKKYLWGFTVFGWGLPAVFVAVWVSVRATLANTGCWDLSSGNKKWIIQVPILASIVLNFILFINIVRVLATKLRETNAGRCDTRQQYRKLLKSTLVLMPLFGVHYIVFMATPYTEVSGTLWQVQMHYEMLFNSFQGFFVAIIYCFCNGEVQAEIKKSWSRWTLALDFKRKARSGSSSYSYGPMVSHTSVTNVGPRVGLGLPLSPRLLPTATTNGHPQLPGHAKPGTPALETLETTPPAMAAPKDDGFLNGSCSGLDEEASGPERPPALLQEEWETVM
#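 HEK-293-derived GP2 cells expressing PTHR1 and a GloSensor cAMP reporter, 3,000/well, plated overnight, given luciferin plus IBMX (each 0.5 mM as added) for 1 h at 37 °C, then compound for 1 h at 37 °C. Luminescence was read after 15 min at room temperature.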
# PI5P4K alpha inh = blocks human PI5P4K alpha kinase activity; P48426; max response, %; PI5P4Kalpha enzyme, ADP-Glo luminescence, 60 min; hits give low values; 330,000 tested, 1.2% active; AID 652105; active means max response of -50% or lower; inconclusive means between -30% and -50%; inactive means -30% or higher; further: value at the top dose of about 77 µM; on the % scale 0 is the no-effect control and ±100 the full control effect
#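 Compounds were pin-transferred onto PI5P4Kalpha and substrate in HEPES pH 7.4 buffer with EGTA, CHAPS and 5% DMSO. ATP (5 microM final) started the reaction, which ran 60 minutes at room temperature before ADP-Glo detection.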
# GLP1R ag = GLP-1 receptor (human) agonism. Potency, µM (highest dose often 45.6 µM), without a hit: at the highest dose activation, usual class: activators. P43220. 380,000 tested, 0.007% active. HEK293 GLP-1R CRE-luciferase, luminescence, 4-6 h; cells express a hypersensitive GLP-1R form; further: potency means the concentration at half of the fitted maximal effect; % of control where 0% means no effect
# IL2 activator = IL-2 activation; 360,000 tested, 0.065% active; IL-2 activation reporter assay, cell-based qHTS; stimulated with anti-CD3/CD4/CD28 beads; in transgenic mouse T cells; activation, % (series mostly up to about 46 µM); AID 652025; in the data active means activation above about 50%; inconclusive means mostly about 30% to 49%; further: 0% is about no effect
#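 Readout: EGFP and DsRed signals by fluorescent plate cytometry. Unstimulated transgenic mouse T cells received compound 60 min before antibody-bead stimulation, then incubated 18 h at 37 degrees C.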
# EPAC1 agonist = agonists of human EPAC1 | EPAC1 agonist qHTS, biochemical assay; response scale: 100% = response to 6.5 mM cAMP | Potency, µM (titrated, usually from 154 µM), for inactives: at the top dose activation, usual class: activators | 360,000 tested, 0.073% active | AID 720707; further: potency means the concentration at half of the fitted maximal effect; nearly all actives have a fitted effect of over 60% in size
#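 Read-out is the fluorescence drop as BODIPY-GDP leaves Rap1B (480 nm excitation, 540 nm emission), recorded every 5 minutes over 30 minutes. Reactions held 100 nM EPAC1, 250 nM Rap1B–BODIPY-GDP and 50 uM GDP, with 6.5 mM cAMP setting full activation.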
# PLK1 PBD block = blocks phosphopeptide binding to human PLK1 polo-box domain; P53350; Plk1 PBD binding of FITC phosphopeptide, fluorescence polarization; Potency, µM, without a hit: max response, negative = inhibition, actives largely listed as inhibitors; 360,000 tested, 2.8% active; AID 720504; further: potency means the concentration at half of the fitted maximal effect; series mostly up to about 57 µM; on the % scale 0 is the no-effect control and ±100 the full control effect; nearly all actives have a fitted effect of over 65% in size
# EPAC1 antag = EPAC1 (human) antagonism | O95398 | EPAC1 GEF assay, Rap1b-BODIPY-GDP exchange fluorescence | Potency, µM (series often up to 115 µM), without a hit: at the highest dose activity change, negative = inhibition, hits mostly inhibitors | 360,000 tested, 0.14% active;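 further: potency means the concentration at half of the fitted maximal effect; plate controls were vehicle for no effect and positive control for full effect; nearly all actives have a fitted effect of over 50% in size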
# Starred values were filed as active, the others as inactive; i = inactive; ? = inconclusive; · = not tested or not shown; [ ] = another dose, or the depositor's remark. Unless noted, the call rests on the fitted dose curve; in most records, active means well fitted curve in the direction sought with a large enough effect; inconclusive means small, poorly fitted or top-dose-only effect, or another doubt; inactive means no such curve, though single readings can be large; an effect the other way counts as inactive or inconclusive.
SMILES,GLP-1R inv ag,GLP1R cytotox,PTHR1 agonist,PI5P4K alpha inh,GLP1R ag,IL2 activator,EPAC1 agonist,PLK1 PBD block,EPAC1 antag
C=CCn1c(C)cc(-c2csc(N)n2)c1C,0%,9%,i,·,-6%,-2.3,6%,?,1%
CCOc1ccc(S(=O)(=O)N(C)CC(=O)NCc2ccco2)cc1,3%,4%,i,4,10%,-0.1,-4%,-4%,11%
Cc1ccc(C(=O)NCc2occc2C(=O)O)o1,18%,2%,-15%[57.5 µM],·,-5%,-0.9,-2%,-15%,7%
Cc1cc(C)nc(N/N=C/c2c[nH]c3ccccc23)n1,-27%,-21%,i,0,8%,-0.4,-2%,-6%,-15%
O=C(NCc1ccco1)c1ccc2c(=O)n(CCC3=CCCCC3)c(=O)[nH]c2c1,-5%,-12%,i,-11,-8%,-0.1,-11%,-2%,-2%
Nc1nonc1-c1noc(-c2ccccc2Br)n1,-6%,-11%,i,·,19%,2.5,-2%,-1%,0%
COc1ccc(CNc2nc(-c3cccnc3)nn2C(=O)CC(C)C)cc1,?,2%,23%,5,17%,3.7,3%,-4%,-16%
COc1ccc(/C=N/NC(=O)c2nnn(-c3nonc3N)c2-c2cccs2)c(OC)c1,9%,-3%,-17%,-10,-1%,-0.9,-6%,-3%,-15%
CCOC(=O)C1(C(=O)OCC)NC(=O)CC1CC(C)C (stereo not given),6%,-2%,i,-3,5%,-0.5,-8%,-3%,-1%
Cc1cc(C(=O)C(=O)O)c(C)n1-c1ccc(Cl)c(Cl)c1,36%[activator][7.66 µM],5%[7.66 µM],-27%,-4,2%,1.2,9%,-13%,16%
COc1ccc(CNC(=O)CNC(=O)c2c(C)nn(C)c2Cl)cc1,0%,0%,i,0,-3%,0.7,14%,-12%,-19%
COc1ccccc1-c1cnc(C(O)c2ccc(C(C)(C)C)cc2)[nH]1 (stereo not given),?,0%,-38%[inhibitor],0,-4%,-1.1,-12%,-15%,-21%
CC(OC(=O)C1=NN(c2ccccc2)C(=O)CC1)C(=O)NC1CCCCC1C (stereo not given),15%,-11%,-64%[inhibitor],8,-6%,-0.2,15%,27%,3%
CC(=O)c1cccc(N/C=C\c2nnnn2-c2ccc(F)cc2)c1,-1%,-8%,i,2,-15%,1.9,3%,-6%,3%
O=C1NC[C@H](Cc2ccc(O)cc2)N(C[C@@H]2CCCN2C[C@H](Cc2ccccc2)N2C[C@H](Cc3ccc(O)cc3)N(CC3CCCCC3)C(=O)C2=O)C1=O,24%,4%,24%,-6,4%,0.4,1%,-5%,-5%
COc1ccc(N2CCN(C(=O)c3c(C)nn(-c4ccccc4)c3C)CC2)cc1,-5%,-20%,-23%,1,-3%,-0.3,5%,-2%,3%
COc1ccccc1C(=O)N1CCCC(C)(C(=O)NS(=O)(=O)C2CC2)C1 (stereo not given),3%,7%,-2%,-1,1%,-0.1,-4%,-4%,-2%
Clc1ccc(-c2nnn3c2nc(N2CCCCC2)c2ccccc23)cc1,-4%,-11%,i,·,0%,·,·,·,·
CCOc1ncccc1C(=O)Oc1ccc2c(c1)OCO2,0%,-20%,i,0,8%,-0.5,4%,2%,13%
COC(=O)c1sccc1NC(=O)CSc1ccccc1NS(=O)(=O)c1cc(Cl)ccc1Cl,?,-25%,-8%[57.5 µM],-4,-17%,-2.2,8%,?,3%
Cc1ccc(S(=O)(=O)N2CCN(Cc3ccccc3C(F)(F)F)CC2)cc1,?,22%,i,1,3%,0.2,-2%,-10%,-29%
CCOc1ccc(-c2cc(CCCC(=O)NCCc3ccc(SC)cc3)no2)cc1,3%,-9%,-20%,·,2%,·,·,·,·
CCc1ccccc1NC(=O)c1nc2nc(C)cc(C(F)F)n2n1,16%,2%,i,·,-2%,·,·,·,·
COC(=O)C(c1ccccc1)C1(O)CC(C)N(C)CC1C (stereo not given),10%,5%,i,2,0%,0.9,-2%,-6%,-10%
COCCNC(=O)Nc1ccc2nc(-c3ccco3)c(-c3ccco3)nc2c1,-12%,257%[activator],i,-89*,-2%,-0.2,21%,21µM*,?
CC(Oc1cccc2c1OC(C)(C)C2)C(=O)O (stereo not given),4%,-5%,?,3,2%,-2.0,-5%,-10%,21%
O=C1NC(Cc2c[nH]c3ccccc23)C(=O)N1c1ccc(F)cc1 (stereo not given),-6%,-8%,-38%[inhibitor],8,6%,3.1,0%,1%,17%
O=C(Cc1ccc(S(=O)(=O)N2CCOCC2)s1)Nc1ccccc1N1CCOCC1,6%[0.307 µM],21%[0.307 µM],-3%,-18,-15%,0.5,5%,-8%,-2%
Cc1cc(C(F)(F)F)n(-c2nc(C(=O)O)cs2)n1,-1%,0%,i,0,8%,-1.0,5%,-6%,3%
COc1ccc(S(=O)(=O)N2CCOC23CCN(S(=O)(=O)c2ccc(F)cc2C)CC3)cc1,?,-4%,-16%,0,7%,-0.7,?,-7%,-7%
COc1ccc(C2=Nc3ccccc3N(C(=O)c3ccc(C(F)(F)F)cc3)C2C(=O)Nc2c(C)cccc2C)cc1 (stereo not given),?,-20%,i,1,·,0.6,-13%,0%,-11%
COCCNS(=O)(=O)c1ccccc1,0%,-4%,?,·,0%,3.6,0%,-5%,12%
CCc1ccc(/C=C2\SC(=S)N(CCCC(=O)Nc3ccc(C(=O)O)cc3)C2=O)cc1,-10%,-7%,i,-5,-1%,0.5,-8%,?,16%
Cc1ccc2nc(C3CCN(CC(=O)N4CCCCCC4)CC3)[nH]c2c1,0%,-15%,i,·,-16%,-3.0,4%,-11%,20%
CC(C)C[C@H](NC(=O)c1nc[nH]c1C(=O)N(C)Cc1ccccc1)C(=O)OCc1ccccc1,?,-5%,-28%,5,5%,-0.1,-17%,-7%,-24%
COc1ccc(CNC(=O)CCN2C(=O)[C@@H]3Cc4ccccc4CN3C2=O)cc1,-10%,-6%,i,-4,-3%,-1.5,1%,-6%,-23%
COC(=O)CNC(=O)C(C)(C)Oc1ccc(Cl)cc1,2%,-5%,i,9,-4%,1.0,1%,-26%,9%
CCOC(=O)[C@@H]1[C@H]2COc3ccc(Br)cc3[C@@H]2N2C(=O)N(c3ccc(Cl)cc3)C(=O)[C@]12C,-16%,-5%,i,10,5%,4.4,2%,2%,8%
CC(C)(C)C(=O)CN1C(=O)NC2(CCOc3ccccc32)C1=O (stereo not given),3%,0%,0%,0,6%,-2.8,2%,-11%,-4%
CCC(C)NC(=O)c1cn(CC)c2ccc(S(=O)(=O)N(C)C)cc2c1=O (stereo not given),6%,-5%,-19%,2,15%,-1.5,0%,-3%,0%
Cc1nn(CC(=O)O)c(C)c1N,42%[activator],-3%,i,6,0%,-0.2,-3%,4%,-1%
O=C(Nc1ccc(NC(=O)c2cccs2)cc1)c1ccc2c(c1)OCO2,35%[activator],-10%,i,-3,6%,-1.8,-4%,0%,2%
Oc1cc(NCc2ccc(F)cc2)cc2cccnc12,·,·,-25%,·,-2%,-2.2,9%,·,-1%

# Compound profiles, from the list above. Screens in order: GLP-1R inv ag | GLP1R cytotox | PTHR1 agonist | PI5P4K alpha inh | GLP1R ag | IL2 activator | EPAC1 agonist | PLK1 PBD block | EPAC1 antag
# Shown for `Cc1nn(CC(=O)O)c(C)c1N` : 42%[activator] | -3% | i | 6 | 0% | -0.2 | -3% | 4% | -1%
# Shown for `COC(=O)CNC(=O)C(C)(C)Oc1ccc(Cl)cc1` : 2% | -5% | i | 9 | -4% | 1.0 | 1% | -26% | 9%

# A draw from above in order of SMILES length, rising.
SMILES,GLP-1R inv ag,GLP1R cytotox,PTHR1 agonist,PI5P4K alpha inh,GLP1R ag,IL2 activator,EPAC1 agonist,PLK1 PBD block,EPAC1 antag
Cc1nn(CC(=O)O)c(C)c1N,42%[activator],-3%,i,6,0%,-0.2,-3%,4%,-1%
COCCNS(=O)(=O)c1ccccc1,0%,-4%,?,·,0%,3.6,0%,-5%,12%
Oc1cc(NCc2ccc(F)cc2)cc2cccnc12,·,·,-25%,·,-2%,-2.2,9%,·,-1%
COC(=O)CNC(=O)C(C)(C)Oc1ccc(Cl)cc1,2%,-5%,i,9,-4%,1.0,1%,-26%,9%
O=C(Nc1ccc(NC(=O)c2cccs2)cc1)c1ccc2c(c1)OCO2,35%[activator],-10%,i,-3,6%,-1.8,-4%,0%,2%
CCC(C)NC(=O)c1cn(CC)c2ccc(S(=O)(=O)N(C)C)cc2c1=O (stereo not given),6%,-5%,-19%,2,15%,-1.5,0%,-3%,0%
COc1ccc(CNC(=O)CCN2C(=O)[C@@H]3Cc4ccccc4CN3C2=O)cc1,-10%,-6%,i,-4,-3%,-1.5,1%,-6%,-23%
CCc1ccc(/C=C2\SC(=S)N(CCCC(=O)Nc3ccc(C(=O)O)cc3)C2=O)cc1,-10%,-7%,i,-5,-1%,0.5,-8%,?,16%
COc1ccc(S(=O)(=O)N2CCOC23CCN(S(=O)(=O)c2ccc(F)cc2C)CC3)cc1,?,-4%,-16%,0,7%,-0.7,?,-7%,-7%
CC(C)C[C@H](NC(=O)c1nc[nH]c1C(=O)N(C)Cc1ccccc1)C(=O)OCc1ccccc1,?,-5%,-28%,5,5%,-0.1,-17%,-7%,-24%
COc1ccc(C2=Nc3ccccc3N(C(=O)c3ccc(C(F)(F)F)cc3)C2C(=O)Nc2c(C)cccc2C)cc1 (stereo not given),?,-20%,i,1,·,0.6,-13%,0%,-11%

# Bioassay records: PubChem BioAssay, National Center for Advancing Translational Sciences (NCATS)

# Only part of the results is shown; rates above refer to the full screens.
